# Bioassay records as filed in PubChem.
# KKLEB tox – CF airway cell cytotoxicity counter-screen; 360,000 compounds, 0.36% hits; activity change (cytotoxicity), % at 5 µM; KKLEB CF airway cells viability, ATPlite luminescence, overnight; stronger effect = lower value; cells stimulated with P. aeruginosa culture filtrate;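 active = corrected activity change at or below -50% at 5 µM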
# Peg3 promoter – Peg3 promoter activity inhibition; HeLa PEG-Prom luciferase reporter, luminescence, overnight; 360,000 compounds, 1.7% hits; AID 588405; inhibition, % at 20 µM;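 active = inhibition of at least 50% at 20 µM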
# hiPSC survival – hiPSC single-cell survival enhancement; ATPlite luminescence; 100% = ROCK inhibitor wells, 0% = DMSO; survival enhancement, % at 20 µM; 360,000 compounds, 0.044% hits; in the data active = survival enhancement above about 18%;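 also: cells exposed to compounds for 16 hours before the ATP read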
# LMP1 NFkB inh – inhibitors of Epstein-Barr LMP1-induced NF-kappaB reporter | LMP1-induced NF-kappaB luciferase reporter cells, luminescence | inhibition, % at 12.5 µM | 350,000 compounds, 0.69% hits; in the data active = inhibition above about 41%;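 also: 0% = neutral control wells and 100% = reference inhibitor control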
# HIF-2a inh – HIF-2a inhibition. 786-0 RCC cells HIF-2a reporter, luciferase luminescence, overnight. 360,000 compounds, 0.72% hits. inhibition, % at 18.8 µM. AID 624352;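 active = inhibition of the luminescence signal of 40% or more relative to plate controls, in a single-dose primary screen at 18.75 µM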
# TRPM1 prom inh – inhibitors of MITF-driven TRPM1 promoter in melanoma cells; SK-MEL-5 TRPM1 promoter luciferase, 24 h; inhibition, % at 12.5 µM; 330,000 compounds, 0.83% hits; AID 488899;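 active = mean inhibition across replicates of 60% or more, whatever share of single replicates reaches that level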; also: values of inactives mirror those of a sister screen read the other way
# NR2E3 ag-1 – human photoreceptor-specific nuclear receptor agonism. CHO-S Gal4-NCOR/VP16-NR2E3 two-hybrid, luciferase. inhibition of corepressor binding, % at 3.98 µM. 360,000 compounds, 0.35% hits. AID 602229;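 active = inhibition above the mean of all tested compounds plus 3 SD, cut at about 70% in these data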;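 also: 0% = DMSO with NR2E3 transfected cells and 100% = cells lacking NR2E3 construct; higher means lower luciferase signal from less NR2E3 corepressor binding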
# Target sequence (Q9Y5X4 whole entry, looked up, the tested form may be a part): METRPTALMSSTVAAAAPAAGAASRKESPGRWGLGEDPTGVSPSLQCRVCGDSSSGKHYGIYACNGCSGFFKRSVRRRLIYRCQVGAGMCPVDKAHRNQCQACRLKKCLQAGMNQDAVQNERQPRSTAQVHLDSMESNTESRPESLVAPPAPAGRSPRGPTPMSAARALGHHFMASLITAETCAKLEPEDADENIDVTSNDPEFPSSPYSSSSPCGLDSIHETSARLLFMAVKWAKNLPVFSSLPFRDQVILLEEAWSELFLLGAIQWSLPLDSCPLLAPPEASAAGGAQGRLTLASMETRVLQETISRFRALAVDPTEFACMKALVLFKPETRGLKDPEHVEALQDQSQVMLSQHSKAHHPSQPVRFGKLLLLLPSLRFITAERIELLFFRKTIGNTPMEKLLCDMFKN
# C8 TRAIL sens – sensitizes caspase-8 expressing cells to TRAIL | NB7+C8 cells + TRAIL, ATPlite viability luminescence | inhibition (viability loss, TRAIL sensitization), % at 10 µM | 360,000 compounds, 1% hits | AID 624354;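 active = compounds causing at least 50% loss of cell viability in the single-dose screen, relative to plate controls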
# CF NFkB inh – cystic fibrosis NF-kB activation inhibition; KKLEB NF-kB-GFP reporter, PAF-induced, GFP fluorescence overnight; 360,000 compounds, 0.86% hits; inhibition, % at 5 µM;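 active = at least 50% inhibition at 5 µM, scaled per plate between neutral and stimulator controls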;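 also: PAF is a Pseudomonas aeruginosa culture filtrate used as stimulus; plate controls were PAF-stimulated DMSO wells for no effect and unstimulated DMSO wells for full effect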
# Shn3 inh set2 – reduces Shn3 3'UTR luciferase signal in osteoblasts; Clone20 osteoblast Shn3 3'UTR firefly luciferase, 24 h; inhibition, % at 12.5 µM; 360,000 compounds, 0.52% hits; AID 588674;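 active = mean inhibition of at least 75% with every replicate also reaching 75%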;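 also: 0% = median of neutral control wells and 100% = pilot-screen positive control compound; some compounds past the cut are filed as inactive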
# NR2E3 ag-2 – activates human photoreceptor nuclear receptor NR2E3. GST-NR2E3/biotin-RetCOR TR-FRET, 1536-well. AID 2300. 320,000 compounds, 0.12% hits. inhibition of corepressor binding, % at 4.78 µM;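 active = percent inhibition above the cutoff of mean plus 3 SD of all tested compounds, set per screening campaign, cut at about 20% in these data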;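 also: 0% = DMSO wells and 100% = biotin wells as full block of FRET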
#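 System: GST-tagged NR2E3 plus biotinylated RetCOR corepressor; Amount: 1.35 nM GST-tagged NR2E3 final; Dosing: single nominal compound dose of 4.8 µM; Schedule: 5 h incubation at 4 °C; Technique: TR-FRET with europium anti-GST and streptavidin-D2, 340 nm excitation; Controls: biotin wells as high control, 0.6% DMSO wells as low control.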
# An asterisk follows results filed as active; . = no result given. Some of the compounds tested; the hit share may differ from the screen's.
smiles	KKLEB tox	Peg3 promoter	hiPSC survival	LMP1 NFkB inh	HIF-2a inh	TRPM1 prom inh	NR2E3 ag-1	C8 TRAIL sens	CF NFkB inh	Shn3 inh set2	NR2E3 ag-2
CCc1ccccc1NC(=S)N1CCCCCC1	7	6	-0.3	2	9	13	-4	-21	-20	-16	.
CN1CCN(Cn2cc(/C=C/C(=O)c3ccccc3)c3ccccc32)CC1	-1	-300	0.5	-42	-457	-91	-85	7	-19	-68	2
COc1ccccc1N1CCN(C(=O)c2cc3cc(Br)ccc3oc2=O)CC1	3	-14	3.1	-4	4	.	-16	9	8	-9	1
Cc1ccc2nc(-c3ccccc3)cc(C(=O)NNC(=O)c3csc(N4CCOCC4)n3)c2c1	11	-6	0.3	2	-48	-4	1	17	-56	-4	0
CC(SCc1ccc(C(=O)O)o1)c1ccc(C(=O)O)o1 (configuration not stated)	-5	13	2.1	4	20	-12	-20	-17	2	-4	-2
O=C(NC(CC(=O)N1CCN(c2ccccc2O)CC1)c1ccccc1)c1ccccc1Cl (configuration not stated)	9	18	0.8	-3	10	-9	13	-13	-1	-6	0
Cc1ccc(-n2nc3c(c2NC(=O)C(C)C)CS(=O)(=O)C3)cc1	3	0	0.1	-4	-7	9	11	-16	9	3	-2
COc1cccc(CC(NC(C)=O)C(=O)NC2CCN(c3nc(C)cc(C)c3C#N)CC2)c1OC (configuration not stated)	2	1	-5.3	0	14	1	3	-3	6	4	2
Cc1cc(Cl)ccc1NC(=O)CCCN1C(=O)CCC1=O	-30	5	0.7	-4	8	14	-27	-6	10	-7	0
CC[C@]12c3[nH]c4ccc(OC)cc4c3CCN1C(=O)C(CC(=O)NC(C)(C)C)C[C@@H]2C(=O)N1CCN(C(=O)c2ccco2)CC1 (some centres not stated)	2	-3	1.1	-5	-1	4	-48	-9	5	-29	.
COc1ccc(NS(=O)(=O)c2cc(NC(=O)[C@@H](NC(=O)c3ccccc3)C(C)C)ccc2C)cc1	-5	7	-2.0	0	13	22	-35	-22	2	9	-2
Cc1ccc(NC(=O)Cc2cn3ccsc3n2)nc1	-4	-2	-3.1	-5	-6	1	4	0	-6	-14	2
O=C(CN1C(=O)c2ccccc2S1(=O)=O)NCCSCc1ccco1	4	10	-1.2	4	7	13	-10	-6	15	-36	-2
CCOc1ccc(S(=O)(=O)/N=C(/Nc2ccc(C)c(S(=O)(=O)N3CCOCC3)c2)c2ccccc2)cc1	-3	27	-0.4	-3	8	-6	3	-4	2	33	.
NNc1ncnc2sc3c(c12)CCC3	7	21	7.9	-9	16	1	-37	1	17	-2	9
Cc1cc(C)nc(/N=C(\N)Nc2ccc(S(=O)(=O)Nc3nccc(C)n3)cc2)n1	4	5	1.9	2	16	8	-12	5	-1	2	4
CNC(=S)N/N=C/c1cc(Br)c(OCc2ccncc2)c(OC)c1	-8	13	-0.6	6	-4	-5	10	13	-16	-13	-1
Cc1ccc(CCNC(=O)CN2C(=O)CSc3ccc(S(=O)(=O)N4CCOCC4)cc32)cc1	-11	4	-1.2	-9	-3	.	-12	0	6	-14	.
CCCCCCN1C[C@H](O)[C@@H](n2cc(C3CC3)nn2)C[C@@H]1c1ccc(Cl)cc1	1	13	0.3	-2	1	.	-24	10	28	-1	.
Cc1cc(S(=O)(=O)N2CCC3(CC2)OCCO3)c(C)cc1Cl	4	-4	0.2	-4	0	-1	-52	6	-1	-4	-1
O=C(Cn1ccc([N+](=O)[O-])n1)NCc1cccs1	-5	-4	-0.2	-5	-6	3	-14	0	6	-9	-1
CCNC(=S)NNC(=O)C(c1ccccc1)c1ccccc1	4	19	-2.1	-11	12	10	-9	-14	-2	-13	1
Cc1ccc(C(=O)C(C(=O)/C=C/c2ccccc2)=C2SCCCS2)cc1	-7	109*	9.7	-11	93*	86*	38	1	-3	-2	-2
COc1cccc(CNC(=O)Cc2ccc(NC(=O)C3=C(C)OCCS3)cc2)c1	-2	-189	-0.6	-16	-66	-47	-47	56*	-7	-45	-3
CC(OC(=O)c1cccc(S(=O)(=O)N2CCCC2)c1)C(=O)c1ccccc1 (configuration not stated)	12	11	-0.5	2	0	1	-2	-3	-4	-17	-2
Cc1ccc2c(c1)N(CC(=O)NCCc1c[nH]c3ccccc13)C(=O)CO2	4	-7	-3.0	12	-17	0	6	24	2	-1	3
Cc1[nH]c(C)c(S(=O)(=O)N2CCN(c3cccc(Cl)c3)CC2)c1C(=O)N1CCCCC1	-6	9	-0.2	2	5	8	-13	11	1	13	-2
CC1CC(C)CN(C(=O)COc2ccc([N+](=O)[O-])cc2Cl)C1 (configuration not stated)	-8	1	0.8	-4	2	8	-14	6	5	6	-3
CC(C)(C)OC(=O)N1CCC(C(=O)N[C@@H](Cc2c[nH]c3ccccc23)C(=O)O)CC1	2	3	-0.2	2	17	4	-22	0	-13	-4	-1
CCOC(=O)N1CCN(C(=O)c2ccc3nc4cc(Cl)ccc4c(=O)n3c2)CC1	0	9	0.4	1	-16	7	-21	2	-12	8	2

# Four entries from above, set out differently:
Compound: NNc1ncnc2sc3c(c12)CCC3
  KKLEB tox: 7 | Peg3 promoter: 21 | hiPSC survival: 7.9 | LMP1 NFkB inh: -9 | HIF-2a inh: 16 | TRPM1 prom inh: 1 | NR2E3 ag-1: -37 | C8 TRAIL sens: 1 | CF NFkB inh: 17 | Shn3 inh set2: -2 | NR2E3 ag-2: 9

Compound: Cc1cc(C)nc(/N=C(\N)Nc2ccc(S(=O)(=O)Nc3nccc(C)n3)cc2)n1
  KKLEB tox: 4 | Peg3 promoter: 5 | hiPSC survival: 1.9 | LMP1 NFkB inh: 2 | HIF-2a inh: 16 | TRPM1 prom inh: 8 | NR2E3 ag-1: -12 | C8 TRAIL sens: 5 | CF NFkB inh: -1 | Shn3 inh set2: 2 | NR2E3 ag-2: 4

Compound: CNC(=S)N/N=C/c1cc(Br)c(OCc2ccncc2)c(OC)c1
  KKLEB tox: -8 | Peg3 promoter: 13 | hiPSC survival: -0.6 | LMP1 NFkB inh: 6 | HIF-2a inh: -4 | TRPM1 prom inh: -5 | NR2E3 ag-1: 10 | C8 TRAIL sens: 13 | CF NFkB inh: -16 | Shn3 inh set2: -13 | NR2E3 ag-2: -1

Compound: Cc1ccc(CCNC(=O)CN2C(=O)CSc3ccc(S(=O)(=O)N4CCOCC4)cc32)cc1
  KKLEB tox: -11 | Peg3 promoter: 4 | hiPSC survival: -1.2 | LMP1 NFkB inh: -9 | HIF-2a inh: -3 | TRPM1 prom inh: . | NR2E3 ag-1: -12 | C8 TRAIL sens: 0 | CF NFkB inh: 6 | Shn3 inh set2: -14 | NR2E3 ag-2: .

# Remaining list, next part.
smiles	KKLEB tox	Peg3 promoter	hiPSC survival	LMP1 NFkB inh	HIF-2a inh	TRPM1 prom inh	NR2E3 ag-1	C8 TRAIL sens	CF NFkB inh	Shn3 inh set2	NR2E3 ag-2
CCOC(=O)C(CO)NC(=O)C1(NC(C)=O)CCCC1 (configuration not stated)	-4	0	0.2	-4	5	-15	-35	-10	10	-2	.
Cc1ccc(S(=O)(=O)N2CCCCC2)cc1NC(=O)c1cccs1	-3	12	-0.4	-1	9	-1	6	6	3	1	-1
CC(C)(C)OC(=O)N[C@@H](Cc1ccccc1)C(=O)NCC1CCC(C(=O)N[C@@H](CCC(N)=O)C(=O)O)CC1 (some centres not stated)	13	3	0.9	12	3	2	12	-4	-20	1	.
COCC(C)NC(=O)CCc1nnc(C2(c3ccc(Cl)cc3)CCC2)o1 (configuration not stated)	14	-180	0.2	2	-162	-19	-46	1	-10	-31	3
O=C(NCc1ccccc1OC(F)(F)F)C1CCC(=O)N(C2CC2)C1 (configuration not stated)	-11	-9	-0.3	1	2	-4	-16	-22	10	-5	.
COC(=O)[C@@H]1Cc2c([nH]c3ccccc23)C(C)(C)N1C(=O)CCl	-62*	22	-0.6	-1	35	28	-11	96*	74*	-24	.
CCCOc1ccc(NC(=O)CNC(=O)c2cc(OC)cc(OC)c2)cc1OCCC	4	24	-0.7	2	11	8	-1	-2	-15	1	-1
CCC(=O)Nc1nnc(-c2ccc(OC)cc2)o1	1	-20	-0.5	0	-23	-8	-29	2	-14	-17	4
Cc1ccc(S(=O)(=O)N(CC(=O)Nc2cccc(N(C)S(C)(=O)=O)c2)c2ccc(Cl)c(Cl)c2)cc1	-3	46	-0.2	4	-13	4	-9	8	-1	37	2
O=C(CSc1ncnc2sc3c(c12)CCCC3)c1ccco1	-11	-244	-0.4	-7	-185	-32	-47	-8	-8	-5	3
NS(=O)(=O)c1ccc(CNC(=S)NCc2ccc(F)cc2)cc1	14	11	-0.2	3	3	38	-22	-1	-5	-9	2
OCCN1CCN(c2ncnc3nc[nH]c23)CC1	-11	-7	0.5	-5	14	7	2	4	3	-11	6
COc1ccc(S(=O)(=O)N(Cc2ccccc2)Cc2nc(-c3ccccc3)no2)cc1	-5	24	2.5	13	27	-5	-9	6	20	77	1
CCC(=O)NC(=S)Nc1ccc(S(=O)(=O)NC(C)C)cc1	-8	19	0.0	1	29	6	19	34	1	-7	2
